# Assay outcomes: PubChem, National Center for Advancing Translational Sciences (NCATS)
# HEK293 viab – cell viability loss counter-screen | HEK-293-SNCA-luc viability, GF-AFC fluorescence, 24 h | Potency, µM (doses to about 57.1 µM), for inactives: top-dose activity change, negative = cytotoxicity, usual class: cytotoxic | hit rate 0.12% among 150,000 | AID 1671193;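 note: potency is the fitted concentration of half-maximal effect; 0% = DMSO-treated cells and -100% = medium-only wells without cells; nearly all actives have a fitted effect of over 30% in size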
#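 HEK-293-SNCA-luc cells (1500/well) plated 24 h, then exposed 24 h to a dilution series; GF-AFC added 30 min at 37C, fluorescence 405/540 nm; normalised to medium-only and DMSO wells, Hill fit.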
# SNCA expr inh – reduces expression of the alpha-synuclein gene. HEK-293 SNCA-luciferase knock-in, luminescence, 24 h. Potency, µM (titrated, usually from 57.2 µM), inactives show at the highest dose activity change, negative = inhibition, actives largely listed as inhibitors. hit rate 0.17% among 140,000;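 note: potency is the fitted concentration of half-maximal effect; plate controls were DMSO cells for no effect and cell-free wells for full effect; nearly all actives have a fitted effect of over 45% in size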
# IP6K1 inhibitor – blocks human inositol hexakisphosphate kinase 1. Q92551. IP6K1 kinase, ADP-Glo luminescence, 2 h; active compounds read low. activity change, % (series mostly up to about 58 µM). hit rate 0.81% among 140,000. AID 1645851; in the data active = activity change below about -25%
# Target sequence (Q92551 whole entry, looked up): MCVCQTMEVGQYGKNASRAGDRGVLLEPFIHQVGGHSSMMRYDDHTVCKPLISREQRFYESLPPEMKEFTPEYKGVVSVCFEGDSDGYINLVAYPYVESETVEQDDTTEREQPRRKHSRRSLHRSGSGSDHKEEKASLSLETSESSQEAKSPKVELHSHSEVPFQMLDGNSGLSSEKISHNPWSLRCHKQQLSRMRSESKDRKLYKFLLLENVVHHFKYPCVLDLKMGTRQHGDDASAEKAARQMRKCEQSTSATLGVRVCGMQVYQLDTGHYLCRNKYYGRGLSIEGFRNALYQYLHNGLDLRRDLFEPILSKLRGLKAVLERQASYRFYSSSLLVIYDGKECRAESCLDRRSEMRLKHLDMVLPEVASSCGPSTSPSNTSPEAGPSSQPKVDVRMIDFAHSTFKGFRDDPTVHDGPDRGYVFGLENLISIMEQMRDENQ
#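 ADP-Glo luminescence measures ADP made by human IP6K1 during a 2 h RT reaction with ATP/IP6 (mix at 1.3 mM/130 uM); top library doses 57.5 and 19.1 uM final.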
# GPT2 inhibitor – blocks human glutamate pyruvate transaminase 2; Q8TD30; Recombinant GPT2, coupled pyruvate oxidase/HRP Amplex Red fluorescence; Potency, µM (highest dose often 57.7 µM), for the others: top-dose activity change, negative = inhibition, actives largely listed as inhibitors; hit rate 0.25% among 100,000; note: potency is the fitted concentration of half-maximal effect; nearly all actives have a fitted effect of over 60% in size; many of its hits are not listed in these tables
# Target sequence (Q8TD30 whole entry, looked up): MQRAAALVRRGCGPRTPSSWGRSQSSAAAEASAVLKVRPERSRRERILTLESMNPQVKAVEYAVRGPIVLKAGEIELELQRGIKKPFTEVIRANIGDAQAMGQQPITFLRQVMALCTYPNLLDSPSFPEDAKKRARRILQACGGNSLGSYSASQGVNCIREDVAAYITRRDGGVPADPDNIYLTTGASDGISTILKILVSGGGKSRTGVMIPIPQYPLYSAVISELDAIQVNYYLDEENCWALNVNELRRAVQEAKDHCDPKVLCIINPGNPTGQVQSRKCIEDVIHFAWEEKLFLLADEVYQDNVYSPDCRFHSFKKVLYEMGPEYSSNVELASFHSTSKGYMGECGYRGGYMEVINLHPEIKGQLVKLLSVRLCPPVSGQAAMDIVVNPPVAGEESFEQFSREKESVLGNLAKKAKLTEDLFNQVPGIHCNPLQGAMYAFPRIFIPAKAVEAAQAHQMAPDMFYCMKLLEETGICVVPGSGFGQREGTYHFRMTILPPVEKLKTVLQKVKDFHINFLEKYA
#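 Inhibition is scored from Amplex Red fluorescence generated when pyruvate oxidase and HRP act on pyruvate released by GPT2. Reactions contain 10ng/uL enzyme, 250uM a-KG and 2mM L-alanine and run 30 min at room temperature.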
# Luciferase inh – blocks purified firefly luciferase enzyme activity | Potency, µM (titrated, usually from 115 µM), for inactives: at the highest dose activity change, negative = inhibition, hits mostly inhibitors | AID 1347043 | purified P. pyralis luciferase, luminescence, biochemical | P08659 | hit rate 2.5% among 76,000; note: potency is the fitted concentration of half-maximal effect; nearly all actives have a fitted effect of over 65% in size
#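 Luminescence read by CCD imaging after purified firefly luciferase (10nM final) was added to substrate buffer holding 10uM D-luciferin and 10uM ATP, pH 7.5, pre-dosed with compound.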
# HEK cytotox – cytotoxic compounds in HEK 293 cells; HEK 293 viability, ATP luminescence (CellTiter-Glo), 48-72 h; Potency, µM (titrated, usually from 115 µM), for the others: at the highest dose activity change, negative = cytotoxicity, hits mostly inhibitors; hit rate 6.6% among 94,000; AID 1345083; note: potency is the fitted concentration of half-maximal effect; nearly all actives have a fitted effect of over 60% in size
#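 Luminescence from cellular ATP, measured with CellTiter-Glo, indicates HEK 293 viability. Cells plated at 250 cells/well are treated with compound for 48 or 72 hr at 37 degree Celsius before reagent addition.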
# 3T3 cytotox – cytotoxic compounds in NIH 3T3 cells | hit rate 4.3% among 94,000 | Potency, µM (titrated, usually from 96.7 µM), for inactives: at the top dose activity change, negative = cytotoxicity, hits mostly inhibitors | NIH 3T3 viability, CellTiter-Glo ATP luminescence, 48-72 h | AID 1345082; note: potency is the fitted concentration of half-maximal effect; nearly all actives have a fitted effect of over 55% in size
#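 ATP-dependent luminescence (CellTiter-Glo) served as the viability signal for NIH 3T3 cells treated with compound for 48 or 72 hr at 37 °C.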
# The depositor's hits bear a star; i = inactive; ? = inconclusive; nt = not tested or not shown; [ ] = another dose, or the depositor's remark. Unless noted, calls come from the whole dose curve; as a rule, active = well fitted curve in the direction sought with a large enough effect; inconclusive = small, poorly fitted or top-dose-only effect, or another doubt; inactive = no such curve, though single readings can be large; an effect the other way counts as inactive or inconclusive. Unless noted, % is set by controls: 0 for no effect and ±100 for the full control effect. A portion of the library; count on the stated rates, not on these rows.
SMILES,HEK293 viab,SNCA expr inh,IP6K1 inhibitor,GPT2 inhibitor,Luciferase inh,HEK cytotox,3T3 cytotox
C[C@H]1[C@@H]2[C@@H](O)C([C@H](C)C(=O)NCc3ccccc3)CC[C@@]2(C)CC[C@@H]1NC(=O)c1ccccc1 (stereo partly drawn),-1%,6%,-10,-10%,-2%,-18%,-10%
COc1cccc(NC(=O)CSC2=Nc3ccccc3C3=NC(CC(=O)NCCc4ccccc4)C(=O)N23)c1 (stereo not drawn),-28%,23%,9,nt,nt,nt,nt
Cc1ccc(CN(C(=O)c2ccccc2Br)C2CCS(=O)(=O)C2)o1 (stereo not drawn),-7%,31%[activator],18,nt,nt,nt,nt
CCC(=O)N1CCC(c2noc(-c3ccccc3)n2)C1 (stereo not drawn),-3%,33%[activator],-4,i,-1%,-5%,-8%
O=C(N[C@H]1CO[C@H]2[C@@H]1OC[C@@H]2n1nnnc1Oc1ccc2c(c1)OCO2)c1ccc(C(F)(F)F)cc1,-3%,-16%,3,i,5%,?,?
COc1cccc(CN2CCOC3CCN(Cc4ccccc4Cl)CC3C2=O)c1 (stereo not drawn),-12%[87.6 µM],4%[87.6 µM],0,-2%[88.5 µM],0%[172 µM],?,-29%[138 µM]
Cc1ccc(CN2CCC(Oc3ccc4ncccc4c3)(C(=O)O)CC2)o1,1%,-7%,-13,1%,-2%,-13%,-11%
Cc1cnc(CC2CCN(C(=O)C3CCC3)C2)n1C1CC1 (stereo not drawn),0%,19%,-7,-22%,-3%,-2%,-9%
CCCNC(=O)C1Cc2cc(S(=O)(=O)N3CCCCCC3)ccc2N1C(C)=O (stereo not drawn),15%,-15%,0,nt,nt,nt,nt
Cc1cccc(NC(=O)Cn2ccn3nc4c(c3c2=O)CCCC4)c1C,1%,23%,38,-1%,8%,?,-6%
COc1ccc(CC(=O)N2CC(c3nnc(-c4ccc(C)cc4)o3)C3(CCOCC3)C2)cc1 (stereo not drawn),-4%,14%,15,-6%,-5%,i,-3%
Cc1ccc(S(=O)(=O)c2cn(Cc3ccc(F)cc3)c3cc(F)c(F)cc3c2=O)cc1,-2%,-2%,20,nt,nt,nt,nt
Cc1cccc(OCC(=O)NCCn2ccn3nc(-c4ccc(C)cc4C)cc3c2=O)c1,-1%,34%[activator],-7,-1%,?,?,?
CCCS(=O)(=O)N1CC(=O)N(c2cccc(Cl)c2)C(C)(C(=O)NC2CCCCC2)C1 (stereo not drawn),5%,1%,13,nt,nt,nt,nt
CCn1nccc1C(=O)N1CC(Oc2cccc(-c3nc(C)no3)c2)C1,4%,15%,9,i,-2%,?,-28%
Cc1cccc(NC(=O)Cn2c(-c3cnccn3)nc(C)c(C)c2=O)c1C,-10%,-4%,12,i,0%,0%,-13%
O=C(NCc1cccnc1)c1cn2cc(-c3ccccc3)sc2n1,-24%[87.6 µM],-1%[87.6 µM],5,2%[88.5 µM],nt,50µM*,?
O=C1CC(c2ccccc2)N(C(=O)C2CC2)CCCN(C(=O)Nc2ccccc2F)CCN1 (stereo not drawn),-8%,7%,7,-1%,-16%,-8%,-16%
C[S+](=O)([O-])c1ccc(-c2ncc3c(n2)OCCN(c2ccccc2)C3=O)cc1,-5%[87.6 µM],55%[activator][87.6 µM],6,i,?,?,?
CC1=C(c2ccc(C)c(C)c2)S(=O)(=O)N(Cc2ccc(C(=O)NC(C)c3ccccc3)cc2)C1=O (stereo not drawn),1%,-22%,-9,nt,nt,nt,nt
CN(Cc1noc2c1CCCC2)Cc1nnc(C2CC(N)C2)n1C (stereo not drawn),-3%,?,2,i,3%,i,2%
CC(=O)N1CCCc2cc(S(=O)(=O)N3CCCC(C(=O)Nc4cc(Cl)ccc4C)C3)ccc21 (stereo not drawn),9%,-19%,4,nt,nt,nt,nt
Cc1ccc(-n2nnnc2CNC(=O)c2ccccc2F)cc1C,-5%,12%,35,nt,nt,nt,nt
CN1CCN(C(=O)CCC[C@@H]2[C@H]3CCCN4CCC[C@@H](CN2Cc2ccccc2)[C@@H]34)CC1,-19%,10%,-7,3%,0%,-29%,-31%
C=CC(C)(CCC=C(C)C)O[C@@H]1O[C@H](CO)[C@@H](O)[C@H](O)[C@H]1O (stereo partly drawn),-1%,nt,4,i,nt,nt,nt
O=C(O)c1ccccc1C(=O)N1Cc2[nH]cnc2C[C@H]1c1nc(-c2ccncc2)no1,-6%[87.6 µM],73%[activator][87.6 µM],3,1%[88.5 µM],1%[172 µM],-1%[172 µM],-8%[174 µM]
CCCS(=O)(=O)N1CC[C@@H]2C(=O)NCCCCCCN(Cc3ccncc3)[C@@H]2C1,-3%,15%,21,i,7%,0%,-11%
COc1ccc(-c2nc(SCC(=O)Nc3ccccc3)c(-c3ccc(F)cc3)[nH]2)cc1OC,-23%,?,-7,nt,nt,nt,nt
N#Cc1ccc(CN2CCC3(C2)C(=O)Nc2ccccc23)cc1 (stereo not drawn),-7%,2%,-25,i,nt,?,-25%
COc1ccc(-c2nc3cc(NC(=O)COc4ccc(F)cc4)ccc3o2)cc1,5%,?,15,nt,nt,nt,nt
Cc1cc(-c2cc(-c3cccs3)nc3c(C)noc23)ccn1,-13%[87.6 µM],-32%[87.6 µM],-15,-20%[88.5 µM],2%[172 µM],?,?
Cn1ccc(CN2CCC3(C2)NC(=O)c2ccccc2CO3)c1 (stereo not drawn),0%[87.6 µM],48%[activator][87.6 µM],0,i,2%[172 µM],?,-19%[138 µM]
COc1ccccc1CC(=O)N1CCCc2ncc(C(=O)NCCOc3ccccc3)cc21,-17%,16%,19,-19%,-17%,?,-23%
CCCC(=O)NC(C)c1nc2ccccc2n1Cc1ccccc1 (stereo not drawn),-14%,7%,-14,nt,nt,nt,nt
Nc1ncnc2c1ncn2C1CCCC1,6%,-4%,nt,-10%,nt,nt,nt
CN(Cc1ccccc1)Cc1cn([C@H]2CO[C@H]3[C@@H]2OC[C@@H]3NC(=O)Nc2cccc(C(F)(F)F)c2)nn1,-7%,?,-10,-12%,8%,?,?
Cc1ccc(C)c(Cn2c(C)c(CNCc3ccc(F)cc3)c(C(=O)O)c2C)c1,-13%,-7%,-12,nt,nt,nt,nt
Cc1cc2nc3n(c(=O)c2n1CC(=O)N1CCN(c2ccccc2F)CC1)CCCCC3,-9%,3%,18,-23%,1%,?,?
COCC(=O)NC[C@H]1OC[C@@H](N(Cc2ccncc2)Cc2ccncc2)[C@@H]1O,4%[87.6 µM],-21%[87.6 µM],-6,-9%[88.5 µM],-5%[172 µM],3%[172 µM],3%[138 µM]
CCNC(=O)N1CCCCCC1CN1CCOCC1 (stereo not drawn),-1%,-13%,-9,i,0%,-3%,-14%

# An excerpt of these results, as labelled records.
COc1ccccc1CC(=O)N1CCCc2ncc(C(=O)NCCOc3ccccc3)cc21
- HEK293 viab: -17%
- SNCA expr inh: 16%
- IP6K1 inhibitor: 19
- GPT2 inhibitor: -19%
- Luciferase inh: -17%
- HEK cytotox: ?
- 3T3 cytotox: -23%

CCCC(=O)NC(C)c1nc2ccccc2n1Cc1ccccc1 (stereo not drawn)
- HEK293 viab: -14%
- SNCA expr inh: 7%
- IP6K1 inhibitor: -14
- GPT2 inhibitor: nt
- Luciferase inh: nt
- HEK cytotox: nt
- 3T3 cytotox: nt

Nc1ncnc2c1ncn2C1CCCC1
- HEK293 viab: 6%
- SNCA expr inh: -4%
- IP6K1 inhibitor: nt
- GPT2 inhibitor: -10%
- Luciferase inh: nt
- HEK cytotox: nt
- 3T3 cytotox: nt

# Going on with the list.
SMILES,HEK293 viab,SNCA expr inh,IP6K1 inhibitor,GPT2 inhibitor,Luciferase inh,HEK cytotox,3T3 cytotox
CC1CCn2c(nc3cc(C(=O)NCc4ccccc4)ccc32)C1 (stereo not drawn),1%,161%[activator],21,nt,nt,nt,nt
CCOc1ccc(NC(=O)CN2C(=O)CCSc3ccc(S(=O)(=O)N4CCCC4)cc32)cc1,-7%,11%,6,nt,nt,nt,nt
CC(=O)N1CCN(C(=O)C2CCN(C(=O)c3ccc(-c4cccs4)cc3)CC2)CC1,nt,nt,-1,nt,nt,-15%,?
CCN(c1ccc(Cl)cc1)S(=O)(=O)c1nnc(NC(=O)C2CCCCC2)s1,6%,5%,-5,nt,nt,nt,nt
COc1ccc(C(=O)N2C[C@@H]3C[C@H](C2)c2c(NC(=O)Nc4ccccc4OC)ccc(=O)n2C3)cc1,-8%,25%,-4,i,-6%,-13%,-4%
Clc1cccc(-c2noc(-c3nc(-c4ccncc4)no3)n2)c1,1%,32%[activator],-16,-5%,2%,8%,i
CC(C)(C)CN1CC2(C1)C(=O)N(CCCN1CCCC1=O)C(=O)[C@@H]1C[C@@H](O)CN12,4%[87.6 µM],-33%[87.6 µM],-8,i,2%[172 µM],-2%[172 µM],-2%[174 µM]
COc1ccccc1NC(=O)C(Cc1ccccc1)NS(=O)(=O)c1cccc2nsnc12 (stereo not drawn),-3%,37%[activator],-1,nt,nt,nt,nt
Cc1ccc(C(=O)Nc2ccc3ncnc(N4CCCC4)c3c2)s1,-13%,-9%,3,i,-8%,4%,-17%
CCOc1ccccc1NC(=O)Cn1nnc2sc3c(c2c1=O)CCC(C(C)(C)C)C3 (stereo not drawn),8%,-4%,43,nt,nt,nt,nt
CCN1c2cc(C(=O)Nc3ccc(Cl)cc3)ccc2C(=O)N2CCCC21 (stereo not drawn),-16%[12.5 µM],27%,30,i,-4%,-27%,-3%
CCN(c1ccc(Cl)cc1)S(=O)(=O)c1nnc(NC(=O)c2ccco2)s1,-14%,-3%,-6,nt,nt,nt,nt
COc1ccc(CN2Cc3[nH]nc(-c4cncnc4)c3CC2=O)cc1,3%[87.6 µM],-12%[87.6 µM],13,-6%[88.5 µM],8%[172 µM],-14%[172 µM],?
Cc1ccccc1C(=O)NC1CCN(c2ccc3nnc(-c4ccccc4)n3n2)CC1,nt,nt,-3,nt,nt,?,?
N#C/C(=C\c1ccc(OCc2ccc(Cl)cc2Cl)cc1)c1nc2ccccc2[nH]1,1%,?,-6,nt,nt,nt,nt
CCOC(=O)c1cc(S(=O)(=O)N2CCN(c3ccccc3OC)CC2)[nH]n1,13%,?,23,nt,nt,nt,nt
CCOC(=O)c1c(N)n(-c2ccc(C)c(C)c2)c2nc3ccccc3nc12,5%,-27%,6,nt,nt,nt,nt
Cc1[nH]c(-c2ccccc2)nc1C(=O)N1CCCC[C@H](N(C)C)C1,-4%,-4%,-2,-3%,-2%,-14%,-21%
CCOC(=O)c1cc2c(=O)n3ccccc3nc2n(CC(C)C)c1=NC(=O)C(C)Oc1ccccc1 (stereo not drawn),?,18%,-12,nt,nt,nt,nt
CCCc1nc2nc(C)c(NS(=O)(=O)c3ccc(F)cc3)c(=O)n2[nH]1,-4%,9%,-5,nt,nt,nt,nt
Cc1noc([C@@H](C)NC(=O)c2cc(C)n(C)n2)c1C(=O)O,-8%[87.6 µM],6%[87.6 µM],15,?,-15%[230 µM],-17%[230 µM],-27%[174 µM]
C[C@@]1(O)CCN(C(=O)CCc2ccc(F)cc2)C[C@@H]1O,4%,-10%,27,i,-2%,-4%,-5%
